# From PubChem
# PfHsp90 yeast 2 = reduces growth (ATP signal) of yeast expressing P. falciparum Hsp90; 310,000 compounds, 0.32% hits; S. cerevisiae expressing PfHsp90, BacTiter-Glo ATP, 48 h; yeast lacking PDR1 and PDR3 efflux regulators; inhibition, % at 9.4 µM;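 active means every replicate shows inhibition above about 80%, whatever the replicate mean, limit read from the data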;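 further: 0% = DMSO neutral controls and 100% = 20 µM radicicol positive controls; yeast relying on Plasmodium falciparum Hsp90 in place of its own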
# Ecoli viability = counter-screen for AddAB inhibitors: E. coli growth inhibition; E. coli V3065 growth, OD600 absorbance, 18 h; inhibition, % at 11.9 µM; 330,000 compounds, 0.27% hits; AID 449728;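 active means inhibition above the campaign's mean inhibition across all tested compounds plus 3 SD, cut at about 9.9% in these data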;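 further: uninfected addAB+ strain grown without phage in ampicillin broth; 0% = DMSO wells and 100% = ciprofloxacin 0.95 µg/ml wells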
# phage Ecoli inh = E. coli growth loss with phage present | inhibition, % at 11.9 µM | 360,000 compounds, 0.26% hits | growth absorbance; in the data active means inhibition above about 11%
# Mot1-301 SUMO = SUMOylation pathway inhibition by Mot1-301 growth rescue. S. cerevisiae Mot1-301 growth rescue, ATP luminescence, 38.5C; percent above DMSO median, 100 means doubled. growth rescue, % at 18.8 µM. 320,000 compounds, 1% hits. AID 2716;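 active means every valid replicate shows activation above 250% relative to neutral control wells; inactive means the rest, any valid replicate at or below 250%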;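 further: OY570 slx delta 5 strain wells were the positive control but not used for scaling; some compounds called inactive have numbers as strong as hits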
# PKA-R1A act = activates the PKA-R1A holoenzyme complex | P00514+P68181 | PKA-R1A dissociation, Cy5-IP20 fluorescence polarization; scaled: DMSO 0%, 113 µM cGMP 100% | activation, % at 11.4 µM | 340,000 compounds, 0.083% hits;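 active means percent activation above the mean of all tested compounds plus 3 SD, cut at about 19% in these data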;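 further: higher means more PKAc released from R1A so a rise in polarization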
# DSG3 Ab inh = inhibitors of pemphigus antibody binding to human desmoglein-3; P32926; DSG3-coupled beads, scFv-anti-DSG3-GFP binding, flow cytometry; stronger effect = lower value; binding (percent of control), % at 10 µM; 310,000 compounds, 0.48% hits; AID 588358;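 active means binding more than 3 SD below its plate's average and above zero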; further: some compounds called inactive have numbers as strong as hits
# AddAB inh = less growth of phage-infected E. coli with AddAB. E. coli expressing H. pylori AddAB, absorbance growth. inhibition, % at 11.9 µM. 330,000 compounds, 0.29% hits; in the data active means inhibition above about 12%;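 further: 0% = vehicle wells of infected cells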
# MOR-DOR inv ag = inverse agonist of human OPRM1-OPRD1 heterodimerization. P35372+P41143. cell-based MOR-DOR heterodimer luminescence, inverse agonism. inhibition, % at 9.3 µM. 340,000 compounds, 0.21% hits; in the data active means inhibition above about 22%, passing the limit was not always enough;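 further: 0% = cells with DMSO and 100% = wells without cells with DMSO; values of inactives mirror those of a sister screen read the other way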
# Target sequence (P35372 whole entry, looked up): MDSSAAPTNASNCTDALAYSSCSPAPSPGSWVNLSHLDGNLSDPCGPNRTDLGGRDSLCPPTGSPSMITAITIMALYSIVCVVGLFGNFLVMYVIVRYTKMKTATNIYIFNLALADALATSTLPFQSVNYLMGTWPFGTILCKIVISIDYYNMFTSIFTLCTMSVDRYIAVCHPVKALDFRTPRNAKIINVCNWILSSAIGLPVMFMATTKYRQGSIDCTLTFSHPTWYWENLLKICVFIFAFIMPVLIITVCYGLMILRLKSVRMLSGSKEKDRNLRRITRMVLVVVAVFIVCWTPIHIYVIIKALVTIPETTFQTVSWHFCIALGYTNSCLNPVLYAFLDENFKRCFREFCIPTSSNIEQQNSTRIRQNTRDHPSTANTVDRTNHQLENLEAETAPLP
# Target sequence (P41143 whole entry, looked up): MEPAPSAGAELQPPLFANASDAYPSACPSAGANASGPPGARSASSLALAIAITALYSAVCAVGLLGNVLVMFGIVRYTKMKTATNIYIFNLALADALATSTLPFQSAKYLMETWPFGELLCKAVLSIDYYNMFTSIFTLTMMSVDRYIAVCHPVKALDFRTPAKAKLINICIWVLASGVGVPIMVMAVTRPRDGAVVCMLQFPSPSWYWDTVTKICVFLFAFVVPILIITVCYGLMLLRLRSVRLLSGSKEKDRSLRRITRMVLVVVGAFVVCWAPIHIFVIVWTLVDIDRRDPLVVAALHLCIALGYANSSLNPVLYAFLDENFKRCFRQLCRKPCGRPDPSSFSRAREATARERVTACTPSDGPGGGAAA
# Tat export inh = blocks Tat-dependent protein export in E. coli; inhibition, % at 10 µM; AID 488895; E. coli MC4100 TorA-mCherry Tat export, fluorescence; 340,000 compounds, 0.036% hits;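 active means mean replicate inhibition at least 50% and at least half of replicates individually reaching 50%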;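 further: exported cargo escapes ClpAP degradation while cytoplasmic cargo is degraded and loses fluorescence; 0% = median of neutral control wells and 100% = median of NaSCN control wells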
# Arr AP2 block = blocks beta-arrestin peptide binding to AP2 adaptin. 340,000 compounds, 0.31% hits. inhibition, % at 10 µM. FITC-arrestin peptide / GST-AP2 beads, flow cytometry; AP2 beta2 appendage carries R879A mutation;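 active means inhibition above a set limit, near 3 SD of compounds lacking own fluorescence, cut at about 54% in these data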;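 further: plate controls were DMSO wells for no effect and 5 µM unlabelled arrestin peptide for full effect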
#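 test system = AP2 appendage R879A on GSH beads | buffer or medium = PBS plus Tween 20 (0.05%) and BSA (0.1%) | incubation = 12 min plus 1 h, RT | detection = bead flow cytometry, FITC channel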
# OPRM1-OPRD1 ag = agonists of human mu-delta opioid receptor heterodimerization. P35372+P41143. cells, OPRM1-OPRD1 heterodimerization, luminescence. activation, % at 9.3 µM. 340,000 compounds, 0.3% hits. AID 504326; in the data active means activation above about 18%;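 further: 0% = vehicle-treated cells and 100% = reference agonist; values of inactives mirror those of a sister screen read the other way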
# The depositor's hits bear a star; i = inactive; . = not tested or not shown.
1	O=c1[nH]c2ccccc2nc1/C=C/c1ccc(Cl)cc1
2	O=C(CCCOc1ccc(Cl)cc1Cl)NCCCO
3	Cc1cc(C)cc(NC(=S)N2CCN(CCO)CC2)c1
4	COC(=O)c1ccccc1NC(=O)c1cc(OC)cc(OC)c1
5	Cc1ccccc1NC(=O)c1ccc(Nc2c([N+](=O)[O-])cc([N+](=O)[O-])c3ccccc23)cc1
6	COc1cc(Br)cc(C2C3=C(CCCC3=O)N(c3ccc(F)cc3)C3=C2C(=O)CCC3)c1O
7	Cc1ccc(S(=O)(=O)N2CCN(C(=O)c3ccc(-n4cncn4)c([N+](=O)[O-])c3)CC2)cc1C
8	CC/C(Cc1ccccc1)=N/NC(=O)CNC(=O)c1ccc(Cl)cc1Cl
9	O=S(=O)(N1CCCCCC1)N1CCN(S(=O)(=O)N2CCCCC2)CC1
10	CCOc1ccc(CCN2C(=S)N([C@@H](CC(C)C)CN3CCCC3CN3C(=S)NC[C@@H]3CC(C)C)C[C@@H]2Cc2ccccc2)cc1 (some centres undefined)
Compound	1	2	3	4	5	6	7	8	9	10
PfHsp90 yeast 2	-29.6	10.8	-7.8	15.7	-58.8	21.1	.	-0.9	30.1	2.4
Ecoli viability	-1.3	-0.5	0.0	-1.1	0.9	-1.2	0.7	.	-1.1	.
phage Ecoli inh	0.1	3.4	1.4	2.1	4.2	2.8	2.9	-0.5	1.9	5.9
Mot1-301 SUMO	2.8	75.7	0.5	3.4	18.3	390.8	-1.5	.	.	.
PKA-R1A act	12.0	7.1	6.2	1.0	-5.1	3.8	-2.8	-1.1	-9.5	-1.7
DSG3 Ab inh	97.2	.	97.3	103.9	93.8	98.3	94.3	104.9	112.1	101.0
AddAB inh	3.4	1.1	3.4	0.3	4.2	0.9	1.0	.	0.7	.
MOR-DOR inv ag	1.4	12.8	5.2	1.7	8.9	3.9	-8.3	2.5	19.0	14.2
Tat export inh	1.0	-0.7	-9.4	10.7	2.6	8.4	-2.0	-2.0	-2.2	-1.5
Arr AP2 block	11.8	10.0	31.7	9.2	-0.8	10.4	16.9	-1.5	-16.1	27.3
OPRM1-OPRD1 ag	-0.3	-3.1	-0.9	-0.4	-1.7	-0.8	1.3	-0.5	-3.6	-3.0

11	CCOc1ccc(-c2nc(N)ncc2-c2ccc(OC)cc2)c(O)c1
12	COc1ccccc1NC(=O)Cc1ccc(-c2ccccc2)cc1
13	COc1ccc(-c2ccc3sc4ccccc4c(=O)c3c2)cn1
14	CCOC(=O)C1(CCc2ccccc2)CCN(C(=O)CCn2cnnn2)CC1
15	CCOC(=O)N1CCN(C(=O)COCc2cc(-c3ccc4c(c3)OCO4)on2)CC1
16	Cc1cccc(N(CC(=O)N2CCN(c3ccc(F)cc3)CC2)S(C)(=O)=O)c1C
17	CCCCN(C(=O)c1cccc(-c2ccc(OC(C)=O)cc2)c1)c1c(N)n(CCC)c(=O)[nH]c1=O
18	COc1c(/C=N/Nc2ccc(C(=O)O)cc2)c(CCN(C)C(C)=O)cc2c1OCO2
19	NS(=O)(=O)c1ccc(CNC(=S)NC2CC2)cc1
20	O=C(O)c1ccc(Cl)c(S(=O)(=O)Nc2ccc3[nH]c(=O)[nH]c3c2)c1
Compound	11	12	13	14	15	16	17	18	19	20
PfHsp90 yeast 2	-35.9	-15.5	-3.3	14.3	0.2	3.7	5.3	1.7	0.8	-32.1
Ecoli viability	-1.0	-0.1	-0.9	-0.4	0.5	0.2	0.5	2.3	-1.3	-1.0
phage Ecoli inh	3.7	4.4	1.6	5.2	1.0	1.8	6.0	0.0	2.2	1.5
Mot1-301 SUMO	2.2	25.8	-1.1	8.5	53.5	1.2	7.4	-5.3	5.8	-18.4
PKA-R1A act	-1.8	-2.0	-6.5	2.2	1.9	.	7.7	-2.6	-10.3	6.8
DSG3 Ab inh	109.1	115.6	92.9	101.3	102.4	100.4	.	90.6	103.4	97.6
AddAB inh	0.6	4.6	3.5	1.9	3.5	-2.6	1.7	1.0	1.0	-2.2
MOR-DOR inv ag	-5.9	-32.1	-21.2	-0.9	14.5	.	-7.3	16.4	8.3	-3.7
Tat export inh	8.3	9.7	3.3	-6.8	0.8	5.4	-8.5	3.7	4.1	-5.5
Arr AP2 block	8.5	1.6	18.4	1.4	-2.3	-13.0	3.0	3.0	8.0	10.2
OPRM1-OPRD1 ag	1.1	6.0	3.6	0.1	-2.9	.	1.8	-3.1	-1.4	0.7

21	CCN1/C(=C/C=C/c2oc3ccc(-c4ccccc4)cc3[n+]2CC)Oc2ccc(-c3ccccc3)cc21
22	Cc1ccc(S(=O)(=O)N(C)C)cc1NC(=S)NCc1ccco1
23	COc1cc(/C=C2\COC/C(=C\c3cc(OC)c(OC)c(OC)c3)C2=O)cc(OC)c1OC
24	O=C(CSc1c[nH]c2ccccc12)N1CCCc2ccccc21
25	CSc1nnc(C)c(/C=C/Nc2ccc(C)cc2)n1
26	CS(=O)(=O)N1CCN(C(=O)c2cc3ccccc3oc2=O)CC1
27	CCN(CC(=O)NC)S(=O)(=O)c1ccc(Br)cc1
28	COc1cc(CC(=O)Nc2ccc(S(=O)(=O)N(C)C)cc2)cc(OC)c1OC
29	COC(=O)N/N=C(C)\C=C\c1ccco1
30	CCOC(=O)N1CCN(C(=S)NC(=O)C2CCCC2)CC1
Compound	21	22	23	24	25	26	27	28	29	30
PfHsp90 yeast 2	54.6	-9.8	1.2	-9.6	.	.	22.0	.	2.1	0.5
Ecoli viability	12.5*	1.4	.	0.6	-1.6	-4.7	-1.0	0.3	1.7	0.2
phage Ecoli inh	9.3	-4.8	-0.2	1.1	3.4	.	1.0	2.9	1.2	4.1
Mot1-301 SUMO	339.5*	-9.6	.	-1.4	54.3	-5.8	-8.6	-0.5	-10.7	13.2
PKA-R1A act	12.8	-2.9	3.0	-0.7	4.7	3.2	9.9	-7.2	6.5	-2.6
DSG3 Ab inh	.	104.2	115.2	92.3	105.8	95.4	.	122.9	84.9	98.5
AddAB inh	12.5*	0.0	.	2.2	1.3	-0.8	7.0	-1.9	0.7	0.3
MOR-DOR inv ag	6.6	-15.9	19.1	-21.2	0.9	8.1	7.4	-4.3	5.4	18.3
Tat export inh	-14.8	4.0	-1.0	-3.0	-1.6	-0.8	-1.5	-1.1	-4.9	-1.4
Arr AP2 block	i	-1.1	10.3	4.8	26.1	-4.5	0.2	-4.5	10.3	-4.3
OPRM1-OPRD1 ag	-1.4	3.1	-3.6	3.6	-0.2	-1.4	-1.8	0.8	-0.9	-3.4

# Reprinted: compounds 24 to 26
24	O=C(CSc1c[nH]c2ccccc12)N1CCCc2ccccc21
25	CSc1nnc(C)c(/C=C/Nc2ccc(C)cc2)n1
26	CS(=O)(=O)N1CCN(C(=O)c2cc3ccccc3oc2=O)CC1
Compound	24	25	26
PfHsp90 yeast 2	-9.6	.	.
Ecoli viability	0.6	-1.6	-4.7
phage Ecoli inh	1.1	3.4	.
Mot1-301 SUMO	-1.4	54.3	-5.8
PKA-R1A act	-0.7	4.7	3.2
DSG3 Ab inh	92.3	105.8	95.4
AddAB inh	2.2	1.3	-0.8
MOR-DOR inv ag	-21.2	0.9	8.1
Tat export inh	-3.0	-1.6	-0.8
Arr AP2 block	4.8	26.1	-4.5
OPRM1-OPRD1 ag	3.6	-0.2	-1.4

# Carrying on.
31	O=c1c2ccccc2nnn1COc1cccc2ccccc12
32	CCC(C(=O)Nc1cc(Cl)ccc1OC)c1ccccc1 (centres undefined)
33	Cc1ccc(N2C(S)=C(C#N)C(=O)NC2c2cccs2)cc1 (centres undefined)
34	CCC/C(O)=C1\C(=O)CCCC1=NCCc1ccc(OCC)c(OCC)c1
35	C=CCn1c(C(CCCC)CC(O)COCCC)n[nH]c1=S (centres undefined)
36	CC(=O)NCCn1c(SCc2cc(=O)n3cc(Cl)ccc3n2)nc2ccccc2c1=O
37	CCCC(C)n1[nH]c(=O)c2c(C)cc(C)nc21 (centres undefined)
38	CC(OC(=O)CC1Sc2ccccc2NC1=O)C(=O)NC1CCCC1 (centres undefined)
39	O=C(Cn1ncc2c(=O)oc3ccccc3c21)N1CCN(C(=O)c2ccco2)CC1
40	CCc1ccc(-n2c(SCC(=O)NC3CCS(=O)(=O)C3)nc3ccccc3c2=O)cc1 (centres undefined)
Compound	31	32	33	34	35	36	37	38	39	40
PfHsp90 yeast 2	-19.5	-12.9	1.9	3.8	20.1	.	1.2	-6.5	17.1	-7.2
Ecoli viability	0.3	0.1	-1.2	-1.6	-0.6	-2.1	-0.9	-1.3	-1.1	-1.5
phage Ecoli inh	3.0	2.1	2.9	3.2	2.8	1.4	0.9	2.4	2.2	0.6
Mot1-301 SUMO	8.9	17.1	-31.6	5.7	4.9	-5.8	3.8	10.4	6.4	28.1
PKA-R1A act	-3.4	-6.7	-0.5	-7.7	-4.3	4.4	-16.0	1.8	-7.1	-7.6
DSG3 Ab inh	94.7	87.1	93.2	105.2	99.9	106.6	101.2	104.8	102.1	.
AddAB inh	3.4	2.5	-1.0	1.7	1.0	2.1	0.9	4.6	0.2	1.8
MOR-DOR inv ag	5.4	-18.5	11.2	5.7	9.9	-0.9	-3.2	1.7	8.6	23.1
Tat export inh	5.3	-5.5	-11.6	9.3	-4.9	5.7	1.8	-2.7	-5.5	-11.3
Arr AP2 block	-9.2	-3.7	7.5	-18.2	-5.3	3.4	5.3	23.9	23.0	-3.9
OPRM1-OPRD1 ag	-1.1	2.8	-2.3	-1.2	-1.4	0.2	0.6	-0.3	-1.6	-5.6

41	CCc1ccc(N(CC(=O)N2CCN(Cc3ccccc3)CC2)S(C)(=O)=O)cc1
42	O=C(CCNC(=O)c1ccccc1Cl)Nc1cc(C(F)(F)F)ccc1N1CCCC1
43	O=C1NC(Nc2nccs2)(C(F)(F)F)C(=O)N1CCc1ccccc1 (centres undefined)
44	COc1ccc(C2(CNC(=O)c3ccc(C)cc3)CCOCC2)cc1
45	O=c1c2ccccc2sn1-c1cc(S(=O)(=O)N2CCOCC2)ccc1N1CCCC1
46	COc1ccc(S(=O)(=O)N2Cc3ccccc3CC2C(=O)Nc2nccs2)cc1 (centres undefined)
Compound	41	42	43	44	45	46
PfHsp90 yeast 2	-2.3	-4.9	-1.4	-17.2	-15.0	4.1
Ecoli viability	.	0.9	1.4	-3.5	1.1	0.7
phage Ecoli inh	3.0	-1.0	3.3	3.2	1.9	2.6
Mot1-301 SUMO	-3.5	3.4	-17.7	-17.7	-6.1	-10.0
PKA-R1A act	-2.4	-0.8	-14.6	-3.2	1.7	8.1
DSG3 Ab inh	102.3	106.0	103.2	94.1	72.4	99.2
AddAB inh	.	0.8	1.3	0.3	0.9	3.6
MOR-DOR inv ag	1.7	12.8	13.1	18.5	16.4	-6.1
Tat export inh	5.3	2.7	1.6	-4.5	-18.6	-0.8
Arr AP2 block	-13.5	22.6	-2.9	-9.2	20.3	6.1
OPRM1-OPRD1 ag	-0.4	-3.9	-2.4	-3.9	-3.3	1.1
